Screens as filed in PubChem.
TDP1 inh: inhibitors of human tyrosyl-DNA phosphodiesterase TDP1; Q9NUW8; recombinant TDP1, AlphaScreen DNA substrate cleavage; Potency, µM (titrated, usually from 130 µM), for the others: at the highest dose activity change, negative = inhibition, usual class: inhibitors; 350,000 tested, 0.28% active; note: nearly all actives have a fitted effect of over 40% in size
Target sequence (Q9NUW8 whole entry, looked up): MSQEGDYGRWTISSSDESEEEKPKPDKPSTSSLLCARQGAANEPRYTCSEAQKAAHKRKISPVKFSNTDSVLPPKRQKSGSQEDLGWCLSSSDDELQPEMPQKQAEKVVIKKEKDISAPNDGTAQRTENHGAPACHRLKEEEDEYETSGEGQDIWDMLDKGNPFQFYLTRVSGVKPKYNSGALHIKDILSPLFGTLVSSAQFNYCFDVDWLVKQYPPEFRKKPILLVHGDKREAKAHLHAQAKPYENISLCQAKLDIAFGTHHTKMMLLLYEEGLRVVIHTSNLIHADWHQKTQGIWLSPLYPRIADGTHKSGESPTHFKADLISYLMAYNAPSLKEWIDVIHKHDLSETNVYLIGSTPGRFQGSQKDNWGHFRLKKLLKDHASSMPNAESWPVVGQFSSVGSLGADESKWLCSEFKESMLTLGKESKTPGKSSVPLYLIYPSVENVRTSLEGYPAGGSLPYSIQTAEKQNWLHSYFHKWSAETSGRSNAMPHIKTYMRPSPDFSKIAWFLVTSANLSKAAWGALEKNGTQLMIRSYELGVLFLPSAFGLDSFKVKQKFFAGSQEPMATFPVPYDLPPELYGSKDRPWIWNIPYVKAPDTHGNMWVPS
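E. coli-derived human Tdp1, 1 nM final. Cpd preinc 15 min RT; substrate 15 nM final, 5 min RT; AS bead mix 10 ug/ml final, 10 min RT. Signal loss = tyrosine-FITC cleavage. No-enzyme wells = max signal.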
N370S GC mod: inhibitors or activators of N370S glucocerebrosidase for Gaucher disease; N370S GC spleen homogenate, 4MU-glucoside fluorescence; Potency, µM (titrated, usually from 59.4 µM), for the others: top-dose activity change, negative = inhibition, hits mostly inhibitors; 330,000 tested, 0.092% active; AID 2101;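 note: 0% = full enzyme activity and -100% = no enzyme basal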
FEN1 inh: human FEN1 inhibition. P39748. Recombinant FEN1 flap cleavage, fluorescence, 15 min. Potency, µM (highest dose often 114 µM), for inactives: at the highest dose activity change, negative = inhibition, usual class: inhibitors. 390,000 tested, 0.35% active; note: nearly all actives have a fitted effect of over 65% in size
Target sequence (P39748 whole entry, looked up): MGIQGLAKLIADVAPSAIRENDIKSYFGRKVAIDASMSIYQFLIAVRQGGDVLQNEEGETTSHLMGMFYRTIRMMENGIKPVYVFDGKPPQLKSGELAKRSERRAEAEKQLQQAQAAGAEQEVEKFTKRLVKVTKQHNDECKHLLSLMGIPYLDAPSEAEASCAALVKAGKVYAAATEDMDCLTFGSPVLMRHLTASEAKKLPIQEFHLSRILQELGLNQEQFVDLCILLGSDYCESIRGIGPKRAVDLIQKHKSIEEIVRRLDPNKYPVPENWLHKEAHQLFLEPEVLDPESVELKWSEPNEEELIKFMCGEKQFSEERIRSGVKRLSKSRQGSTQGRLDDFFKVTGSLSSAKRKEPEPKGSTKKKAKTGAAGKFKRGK
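With each library titrated from low to high concentration, compounds met 10 nM FEN1 for 15 min at room temperature before 50 nM substrate was added; readings at 0 and 15 min fed four-parameter Hill curve fits.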
An asterisk follows results filed as active; ? = inconclusive; . = not tested or not shown; & = joins results of further samples; [ ] = remark or other dose. Calls come from the whole dose curve; as a rule, active = well fitted curve in the direction sought with a large enough effect; inconclusive = small, poorly fitted or top-dose-only effect, or another doubt; inactive = no such curve, though single readings can be large; an effect the other way counts as inactive or inconclusive. Unless noted, % is set by controls: 0 for no effect and ±100 for the full control effect; potency is the fitted concentration of half-maximal effect.

SMILES	TDP1 inh	N370S GC mod	FEN1 inh
O=c1c(OC2OC(CO)C(O)C(O)C2O)c(-c2ccc(O)c(O)c2)oc2cc(O)cc(O)c12 (stereo not drawn)	-2.7%	-12.7%	?
CS(=O)(=O)c1ccccc1-c1nc(-c2ccc([N+](=O)[O-])cc2)no1	5.9%	12.4%	1.6%
CCC1=Nc2cc(C(=O)NCCCOC(C)C)ccc2Sc2ccccc21	6.6%	8.5%	-7.2%
Cc1ccc(C(=O)NNC(=S)NC(=O)COc2ccccc2)cc1	3.9%	5.1%	-0.1%
COc1ccc(CCNC(=O)COc2ncnc3ccccc23)cc1OC	2.7%	-4.5%	3.1%
CCCC1(CCC)NC(=O)N(CC(=O)Nc2ccccc2OC)C1=O	4.0%	-0.1%	1.4%
O=C(N/N=C/c1c(O)ccc2ccccc12)c1ccc(CO)nc1	5.4%	-13.8%	?
CCOc1ccc(-n2c(=O)c3c4c(sc3n(Cc3cccc(Cl)c3)c2=O)CCCC4)cc1	0.0%	.	19.4%
COc1ccc(O)c(C2(O)C(=O)c3ccccc3C2=O)c1	-2.8%	-4.5%	3.4%
O=C(NCCN1CCOCC1)c1noc2c1CCc1ccccc1-2	3.3%	-12.1%	0.3%

Looked up by structure from the list above, 2 records:
SMILES	TDP1 inh	N370S GC mod	FEN1 inh
CS(=O)(=O)c1ccccc1-c1nc(-c2ccc([N+](=O)[O-])cc2)no1	5.9%	12.4%	1.6%
O=C(NCCN1CCOCC1)c1noc2c1CCc1ccccc1-2	3.3%	-12.1%	0.3%

Going on with the list:
SMILES	TDP1 inh	N370S GC mod	FEN1 inh
COC(=O)c1cnc(Nc2cccc(C(F)(F)F)c2)c([N+](=O)[O-])c1	9.6%	3.9%	-6.1%
C[C@@]12C(=O)Nc3cc(F)c(F)cc3C(=O)N1[C@H]1c3cc(Cl)ccc3OC[C@@H]1[C@@H]2c1ccccc1	2.6%	.	-23.4%
CCCc1cc(=O)oc2cc(C)cc(OCC(=O)N[C@@H](CSCc3ccccc3)C(=O)O)c12	.	-2.4%	15.9%
C[C@@]12C(=O)N(c3cccc(F)c3)C(=O)N1[C@H](c1ccc(Cl)cc1)[C@@H]1C(=O)N(C3CCCCC3)C(=O)[C@@H]12	3.1%	?	-27.7%
Cc1ccc(-c2csc(NC(=O)c3c(C)noc3C)n2)s1	1.0%	.	-15.0%
CCOc1ccc(C(=O)NCCCN2CCOCC2)cc1OCC	2.7%	19.2%	1.1%
COc1ccc(/C=N/NC(=O)c2[nH]nc3c2CCc2ccccc2-3)cc1OC	-3.2%	-0.1%	?
CC(=O)N1c2nc(-c3ccco3)nn2C2(CCCCC2)[C@@H]2CCCC[C@@H]21	-5.7%	.	-2.0%
O=C(CCS(=O)(=O)c1ccccc1)Nc1ccc(S(=O)(=O)Nc2nccs2)cc1	2.8%	.	0.7%
COC(=O)N1C(=O)[C@@](c2ccccc2)(C(C)C)N1C(=O)OC	.	-18.8%	-12.8%
COc1ccc(NC(=O)Cn2c3ncccc3c(=O)n2-c2ccc(C)c(C)c2)c(OC)c1	0.0%	.	16.9%
COc1ccc(C(=O)Cc2ccccc2)cc1OC	1.3%	7.6%	-6.4%
O=C(NCCCn1ccnc1)c1ccc(NS(=O)(=O)c2ccc(Cl)c(Cl)c2)cc1	.	?	-6.1%
Cc1ccc(C2=N/C(=C\c3c(C)nn(-c4ccccc4)c3N3CCCC3)C(=O)O2)cc1	2.7%	-5.0%	0.5%
COC(=O)CN1C(=O)CC(C)(C)S(=O)c2ccccc21 (stereo not drawn)	6.5%	1.0%	21.2%
COc1cccc2oc3ccc(C#CC4(N)CCCCC4)cc3c(=O)c12	.	11.8%	?
Cc1oc2nc(SCC(=O)Nc3ccc(S(N)(=O)=O)cc3)nc(NC(=O)c3ccccc3)c2c1C	0.0%	17.9%	-4.4%
COc1ccc(CC(=O)NCc2n[nH]c(=S)n2-c2cccc(C)c2)cc1	7.9%	7.5%	-3.9%
O=C(COC(=O)c1cc[n+]([O-])cc1)Nc1ccc(Cl)cc1Cl	0.3%	.	14.5%
CCC(C)c1ccccc1N1CC(C(=O)Nc2ccccc2N2CCCC2)CC1=O (stereo not drawn)	5.6%	-12.2%	2.8%

An excerpt from above in order of molar mass, low to high.
SMILES	TDP1 inh	N370S GC mod	FEN1 inh
COC(=O)CN1C(=O)CC(C)(C)S(=O)c2ccccc21 (stereo not drawn)	6.5%	1.0%	21.2%
COC(=O)N1C(=O)[C@@](c2ccccc2)(C(C)C)N1C(=O)OC	.	-18.8%	-12.8%
Cc1ccc(-c2csc(NC(=O)c3c(C)noc3C)n2)s1	1.0%	.	-15.0%
O=C(NCCN1CCOCC1)c1noc2c1CCc1ccccc1-2	3.3%	-12.1%	0.3%
CCOc1ccc(C(=O)NCCCN2CCOCC2)cc1OCC	2.7%	19.2%	1.1%
O=C(COC(=O)c1cc[n+]([O-])cc1)Nc1ccc(Cl)cc1Cl	0.3%	.	14.5%
Cc1ccc(C(=O)NNC(=S)NC(=O)COc2ccccc2)cc1	3.9%	5.1%	-0.1%
COc1ccc(CC(=O)NCc2n[nH]c(=S)n2-c2cccc(C)c2)cc1	7.9%	7.5%	-3.9%
COc1ccc(/C=N/NC(=O)c2[nH]nc3c2CCc2ccccc2-3)cc1OC	-3.2%	-0.1%	?
COc1ccc(NC(=O)Cn2c3ncccc3c(=O)n2-c2ccc(C)c(C)c2)c(OC)c1	0.0%	.	16.9%
O=c1c(OC2OC(CO)C(O)C(O)C2O)c(-c2ccc(O)c(O)c2)oc2cc(O)cc(O)c12 (stereo not drawn)	-2.7%	-12.7%	?
CCOc1ccc(-n2c(=O)c3c4c(sc3n(Cc3cccc(Cl)c3)c2=O)CCCC4)cc1	0.0%	.	19.4%

(next part)
SMILES	TDP1 inh	N370S GC mod	FEN1 inh
Cc1ccc(S(=O)(=O)NNC(=O)c2ccc(NC(=O)C3CC3)cc2)cc1	5.2%	-3.2%	-10.7%
Cc1ccc(C)c(NC(=O)CSc2nnc(CSc3nc(C)cc(C)n3)n2Cc2ccco2)c1	1.0%	-10.3%	-13.1%
O=C(CCc1ccccc1)N=C1SC2CS(=O)(=O)CC2N1Cc1ccc(F)cc1 (stereo not drawn)	2.9%	8.6%	2.0%
CCN1CCN(C(c2ccccc2)c2c(O)cc(C)n(Cc3ccco3)c2=O)CC1 (stereo not drawn)	0.0%	.	0.4%
O=C(OCC(=O)N1CCN(C(=O)c2ccco2)CC1)c1ccccc1NCCO	44.7µM*	?	0.6%
Cc1ccc(S(=O)(=O)N2CCNC(=O)CC2)cc1	1.2%	-9.5%	11.5%
Cn1c(N)c(S(=O)(=O)NCc2ccccc2Cl)c(=O)n(C)c1=O	10.5%	4.6%	17.1%
CCCc1ccc(C(C)NC(=O)c2cnccn2)cc1 (stereo not drawn)	4.6%	5.1%	-6.2%
CC(NC(=O)c1ccccc1)c1ccc(Br)cc1 (stereo not drawn)	-2.3%	6.0%	4.1%
CCOC(=O)N1CCC(Nc2c(NCCN3CCN(c4cccc(Cl)c4)CC3)c(=O)c2=O)CC1	6.9%	1.1%	-15.8%
c1ccc2[nH]c(-c3ccncc3)nc2c1	4.8%	4.1%&-1.8%	-9.0%
CCC(=O)N(CCC(c1ccco1)C(C)C)Cc1ccccc1 (stereo not drawn)	-2.6%	7.5%	14.5%
CC(=O)n1c(Cl)c(NC(=O)CCl)c2ccccc21	8.8%	2.0%	2.1%
CCC(=O)Nc1ccc(CC)cc1-c1nc2ccccc2n(CC(=O)c2ccc(OC)cc2)c1=O	2.9%	.	-0.5%
O=C(COc1ccccc1F)Nc1ccc(Cl)c(-c2nc3ccccc3[nH]2)c1	2.6%	.	1.3%
O=C(NC1CCCCC1)C(=S)N1CCOCC1	-2.7%	15.8%	16.4%
O=C(O)c1cn[nH]c1-c1cccc([N+](=O)[O-])c1	.	-7.8%	-14.5%
C/C=C(\C)c1nnc(NC(=O)c2ccco2)s1	0.0%	2.2%	5.4%
COc1ccc(CNc2ccc(-c3ccc(OC)cc3)nn2)cc1	1.9%	4.5%	-16.1%
Cc1oc(-c2ccc(C(=O)NCc3cccc(F)c3)cc2)nc1COc1ccccc1	0.0%	.	1.0%
CNC(=O)c1nc(C)n(-c2cc(Cl)cc(Cl)c2)n1	2.1%	3.3%	7.0%
COc1ccc(Nc2nc(OC)nc(OC)n2)cc1	.	-1.1%	18.7%
CCOc1cc(C(=O)OCC(=O)NC(C)c2ccccc2)ccc1OCC(=O)N1CCOCC1 (stereo not drawn)	-2.3%	-5.5%	-1.9%
CCC(C)(NC(=O)CNC(C)=O)C(=O)NC1CCCCC1 (stereo not drawn)	-6.8%	2.7%	-9.9%
COc1ccc(-c2ccc(-c3noc(-c4ccccc4F)n3)c(OC)n2)cc1	2.2%	-0.9%	3.1%
O=c1nc2n(c3cc(Cl)c(S(=O)(=O)N4CCOCC4)cc13)CCCCC2	4.2%	-18.6%	1.3%
CCc1ccc(/C=C(\C#N)C(=O)NC2CCS(=O)(=O)C2)cc1 (stereo not drawn)	-1.7%	.	1.7%
Cc1cc(OCc2nc(-c3ccncc3)no2)cc(C)c1Cl	4.8%	-13.9%	10.9%
Cc1cc(/C=C2/SC(=O)NC2=O)c(C)n1-c1ccc(N2CCOCC2)cc1	5.9%	-1.2%	-5.0%
Cc1ccc(S(=O)(=O)Oc2ccc(/C=N/NC(=O)c3c(Cl)cnn3C)cc2)cc1	-3.2%	6.7%	-8.1%
CC(C)C(NC(=O)OCc1ccccc1)C(=O)N1CCOCCOCCOCC1 (stereo not drawn)	1.2%	17.2%	-14.9%
Cc1ccc(NC(=O)Nc2nnc(SCC(=O)N3CCCCC3)s2)cc1	0.0%	.	12.0%
COc1cc(Cl)c(C)cc1NC(=O)C1CCN(c2nc3ccccc3n3cccc23)CC1	3.9%	.	0.8%
COc1ccc(CNC(=O)CN2C(=O)CCn3nc(-c4ccccc4)cc32)c(OC)c1	1.1%	.	20.2%
CCCCOc1ccc(C(=O)OCC(=O)Nc2cc(C)c(C)cc2[N+](=O)[O-])cc1	0.6%	-1.8%	17.7%
C#CCOCCOCCOCCNc1nc(N2CCN(C(=O)C(Cc3ccc(O)cc3)n3cc(C(N)CC(C)C)nn3)CC2)nc(N2CCN(C(=O)C(Cc3cc4ccccc4[nH]3)n3cc(C(N)Cc4ccc(O)cc4)nn3)CC2)n1 (stereo not drawn)	7.7%	-15.7%	.
CCOC(=O)C1CCN(CC(=O)N(CC(C)C)c2c(N)n(CC(C)C)c(=O)[nH]c2=O)CC1	6.3%	14.8%	48.9%[activator]
CN(Cc1ccccc1)S(=O)(=O)c1ccc(F)c(C(=O)Nc2cc(Cl)cc(Cl)c2)c1	5.2%	.	-12.1%
COc1cc(OC)cc(C(=O)NNC(=O)c2cc(S(=O)(=O)N3CCOCC3)ccc2F)c1	-0.3%	.	17.0%
CN(C)S(=O)(=O)c1cccc(NC(=S)N/N=C/c2ccc(O)c(O)c2O)c1	.	-13.5%	20µM*
CC(=O)N1N=C(c2ccccc2)CC1c1ccccc1 (stereo not drawn)	.	-7.5%	5.9%
COc1cc(C2C(C(=O)OC(C)C)=C(C)Nc3[nH]c(=O)[nH]c(=O)c32)ccc1O (stereo not drawn)	4.2%	1.0%	-2.1%
O=C(CSc1nnc(-c2cccs2)o1)N1CCCc2ccccc21	7.1%	-23.2%[2.35 µM]	-8.3%
O=C(NCc1ccco1)C(=O)NCC1OCCN1S(=O)(=O)c1ccc(F)cc1 (stereo not drawn)	-1.3%	3.0%	2.1%
CC(=O)c1cccc(S(=O)(=O)N2CCCC(c3nc4c(nnn4Cc4ccccc4Cl)c(=O)[nH]3)C2)c1 (stereo not drawn)	4.9%	-11.5%	-6.7%
COc1ccc(C2CC(C(F)(F)F)n3nc(C(=O)Nc4ccc5c(c4)OCO5)cc3N2)cc1 (stereo not drawn)	1.0%	0.2%	-6.1%
CCc1ccc(C(=O)NC(=S)Nc2ccc(N3CCOCC3)cc2)cc1	9.9%	6.5%	-21.0%
O=C(N=Nc1c(O)[nH]c2ccc([N+](=O)[O-])cc12)c1cc(-c2ccccc2Cl)nc2ccccc12	5.5%	3.1%	-2.7%
COc1ccccc1CCNS(=O)(=O)c1cc2c3c(c1)C(C)C(=O)N3CCC2 (stereo not drawn)	1.5%	-28.8%	-3.1%
Cc1ccc(CNC(=O)c2c[nH]n3c(=O)c(Cc4ccc(F)cc4Cl)c(C)nc23)cc1	12.7%	.	?

The list goes on.
SMILES	TDP1 inh	N370S GC mod	FEN1 inh
COc1ccc(CN(CC(O)COCc2ccccc2)S(=O)(=O)c2ccccc2Br)cc1OC (stereo not drawn)	0.7%[56.1 µM]	.	?
CCCCc1noc2c1/C(=N\O)CC(c1ccccc1)C2 (stereo not drawn)	2.6%	5.4%	-0.2%
CC1(C)Cc2nc(NC3CCCCC3)c(C#N)cc2CO1	0.0%	28.0%	5.4%
N#Cc1c(Sc2ncc(C(F)(F)F)cc2Cl)nsc1C/C=N\OCc1ccccc1Br	12.1%	0.7%	0.6%
CCOc1ccc(N(CC(=O)NC2CC2)S(=O)(=O)c2ccc(C)cc2)cc1	-0.4%	-2.8%	5.5%
O=C1CC(c2ccccc2)CC(=O)N1c1ccc(C(F)(F)F)cc1	-0.1%	.	-16.8%
COc1ccc(NS(=O)(=O)c2cccc(NC(=O)CCS(=O)(=O)c3ccccc3)c2)cc1	2.3%	-4.3%	-18.0%
